HT1080NT lethal – kills 2HG-producing HT-1080-NT fibrosarcoma cells; HT-1080-NT fibrosarcoma viability, CellTiter-Glo ATP luminescence, 48 h; Potency, µM (titrated, usually from 46.1 µM), inactives show at the highest dose activity, negative = less viability, most hits filed as cytotoxic; actives 1.6% (n = 360,000);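 further: NT is the 2HG producing partner of a matched IDH1 knockdown line; potency means the concentration at half of the fitted maximal effect; 0% = DMSO-treated cells and -100% = media-only wells without cells; nearly all actives have a fitted effect of over 55% in size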
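Luminescent CellTiter-Glo readout after 48 hours of compound exposure at 37 degrees C defined viability of HT-1080-NT cells. Activity was normalized to DMSO wells and cell-free media wells; concentration-response curves were fitted and assigned curve classes.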
KB-V1 cytotox – kills drug-selected multidrug resistant KB-V1 cells. KB-V1 MDR cells viability, CellTiter-Glo, 72 h. Potency, µM (top dose mostly 46.1 µM), inactives show at the top dose activity change, negative = cytotoxicity, hits mostly cytotoxic. actives 3.4% (n = 400,000). AID 1347076; further: potency means the concentration at half of the fitted maximal effect; on the % scale 0 is the no-effect control and ±100 the full control effect; nearly all actives have a fitted effect of over 60% in size
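Compound-treated KB-V1 multidrug-resistant cells, 72 h, 37 degrees C; viability by CellTiter-Glo. Fitted qHTS curves give the values.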
ATXN2 expr inh – inhibitors of ATXN2 expression; actives 0.72% (n = 360,000); HEK-293 ATXN2-luciferase reporter, luminescence, 24 h; Potency, µM (highest dose often 57 µM), inactives show top-dose activity change, negative = inhibition, hits mostly inhibitors; further: potency means the concentration at half of the fitted maximal effect; on the % scale 0 is the no-effect control and ±100 the full control effect; nearly all actives have a fitted effect of over 55% in size
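qHTS (up to 57 uM final) was run with 24 h compound exposure of reporter cells at 37 °C. Each well was multiplexed: SteadyGlo luminescence measured ATXN2-luciferase expression after a fluorogenic Gly-Phe-AFC viability readout (25 uM final).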
IL1B secr inh – inflammasome signaling inhibition, IL-1 beta readout; THP-1 LPS/ATP IL-1B secretion, AlphaLISA, 16 h; stronger effect = lower value; activity change, % at 57.5 µM; actives 4.7% (n = 360,000); in the data active means activity change below about -50%; inconclusive means mostly about -30% to -49%; further: on the % scale 0 is the no-effect control and ±100 the full control effect
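THP-1 cells pretreated 1 hr with compounds (up to 57.5 uM final), then stimulated with LPS (250 ng/mL final) plus ATP (1.25 mM final); secreted IL-1B measured by AlphaLISA after 16 hr, decreased signal indicating inhibition.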
MCF10A rerep – DNA re-replication induction in MCF 10a cells; Potency, µM (highest dose often 46.1 µM), without a hit: at the highest dose activity, positive = re-replication, hits mostly activators; actives 2.9% (n = 350,000); MCF 10A DNA re-replication, Hoechst nuclear intensity, 48 h; further: potency means the concentration at half of the fitted maximal effect; % of control where 0% means no effect; nearly all actives have a fitted effect of over 50% in size
HT1080 IDH1KD tx – toxicity to HT-1080 IDH1 knockdown cells (counter line); HT-1080 IDH1 knockdown viability, ATP luminescence, 48 h; Potency, µM (doses to about 46.1 µM), for inactives: at the highest dose activity, negative = toxicity, hits mostly cytotoxic; actives 2% (n = 360,000); AID 686971;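 further: potency means the concentration at half of the fitted maximal effect; 0% = DMSO wells and -100% = cell-free medium wells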
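In this qHTS, HT-1080 cells depleted of IDH1 are exposed for 48 h at 37 °C to compound titrations. Toxicity is scored from CellTiter-Glo luminescence, with DMSO as full viability and medium alone as none.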
SW480 rerep – induces DNA re-replication in SW480 colon adenocarcinoma cells. actives 1.8% (n = 340,000). Potency, µM (top dose mostly 46.1 µM), for the others: top-dose re-replication activation, most hits filed as activators. SW480 DNA re-replication, Hoechst DNA content imaging, 48 h. AID 624297; further: potency means the concentration at half of the fitted maximal effect; % of control where 0% means no effect; nearly all actives have a fitted effect of over 55% in size
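Treated cells incubate 48 hr (37 C, 5% CO2), are stained 40 min with Hoechst, and nuclear fluorescence is enumerated; a rise in nuclei with high DNA signal marks re-replication.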
KB-3-1 tox – kills parental KB-3-1 adenocarcinoma cells; KB-3-1 viability, CellTiter-Glo ATP luminescence, 72 h; Potency, µM (highest dose often 46.1 µM), without a hit: at the highest dose activity change, negative = cytotoxic, usual class: cytotoxic; actives 1.4% (n = 400,000); further: potency means the concentration at half of the fitted maximal effect; on the % scale 0 is the no-effect control and ±100 the full control effect; nearly all actives have a fitted effect of over 60% in size
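Multi-concentration cytotoxicity screen in KB-3-1 cells grown in DMEM lacking phenol red with 10% FBS. After 72 h at 37 °C with compound, ATP-dependent luminescence was recorded.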
S2 tox – cell viability loss in ATXN counter-screen | S2 cells (HEK-293 line with an ATXN2-luciferase reporter) viability, CellTiter-Fluor protease fluorescence, 24 h | Potency, µM (series often up to 56.7 µM), actives largely listed as cytotoxic | actives 0.49% (n = 400,000); further: potency means the concentration at half of the fitted maximal effect; nearly all actives have a fitted effect of over 40% in size
An asterisk follows results filed as active; i = inactive; u = inconclusive; x = no result given; & = joins results of further samples; [ ] = remark or other dose. Unless noted, the call rests on the fitted dose curve; in most records, active means well fitted curve in the direction sought with a large enough effect; inconclusive means small, poorly fitted or top-dose-only effect, or another doubt; inactive means no such curve, though single readings can be large; an effect the other way counts as inactive or inconclusive. No enrichment for hits, and some 11% of all compounds hit somewhere here.

item	molecule	HT1080NT lethal	KB-V1 cytotox	ATXN2 expr inh	IL1B secr inh	MCF10A rerep	HT1080 IDH1KD tx	SW480 rerep	KB-3-1 tox	S2 tox
1	Cc1ccc(NC(=O)c2cc(C(=O)c3cc(Cl)ccc3O)cn(-c3ccc(C)cc3)c2=O)cc1	-1%	18µM*	-17%	0	11%	-7%	16%	u	i
2	O=C(CN1C(=O)N/C(=C\c2ccccc2OCc2ccc(C(=O)O)cc2)C1=O)Nc1ccccc1F	-18%	4%	0%	-17	-5%	1%	-26%	0%	i
3	COCCNC(=O)CN1CCOc2ccccc21	-1%	2%	8%	-2	16%	2%	-2%	0%	i
4	Cc1cc(Nc2ccccc2C(=O)O)nc2nc3ccccc3c(=O)n12	-5%	4%	15%	22	10%	-12%	1%	4%	i
5	COc1ccccc1C(=O)Nc1nnc([C@@H]2C[C@H](O)[C@@H](CO)O2)s1	21%	12%	13%	-3	x	24%	x	0%	i
6	CN(C(=O)COC(=O)c1cc(-c2ccc(Cl)s2)nc2ccccc12)C1CCS(=O)(=O)C1 (centres undefined)	11%	0%	-18%	-3	u	13%	u	-27%	x
7	CC(COC(=O)c1ccccc1)(COC(=O)c1ccccc1)/[N+]([O-])=C/c1ccccc1	6%	-18%	17%	i	3%	2%	-8%	0%	u
8	CC(=O)Nc1cccc(C(=O)N/N=C/c2cccnc2)c1	14%	u	-27%[11.3 µM]	11	-9%	27%	2%	11%	u
9	O=C(c1cnn2ccccc12)N1CCc2ccccc21	20%	-5%	73%[activator]	23	-6%	6%	0%	0%	i
10	O=C1NC(=O)C(c2ccccc2)(c2ccccc2)N1	-2%&22%	7%&-1%	6%&0%&1%	9&18	-3%	0%&3%	u	0%&0%	i
11	CCOC(=O)c1cc(-c2ccccc2)sc1NC(=O)C(C)(C)C	25%	24%	-2%	-16	-5%	25%	2%	33%	i
12	O=C(Cn1c(=O)cnc2ccccc21)NCC(=O)Nc1ccc(F)c(F)c1	4%	3%	-3%	13	-1%	-1%	-10%	-2%	i

Part of the list above, in transposed form.
5. COc1ccccc1C(=O)Nc1nnc([C@@H]2C[C@H](O)[C@@H](CO)O2)s1
4. Cc1cc(Nc2ccccc2C(=O)O)nc2nc3ccccc3c(=O)n12
Assay by compound | 5 | 4
HT1080NT lethal | 21% | -5%
KB-V1 cytotox | 12% | 4%
ATXN2 expr inh | 13% | 15%
IL1B secr inh | -3 | 22
MCF10A rerep | x | 10%
HT1080 IDH1KD tx | 24% | -12%
SW480 rerep | x | 1%
KB-3-1 tox | 0% | 4%
S2 tox | i | i

The main list resumes, starting 4 compounds before the break.
item	molecule	HT1080NT lethal	KB-V1 cytotox	ATXN2 expr inh	IL1B secr inh	MCF10A rerep	HT1080 IDH1KD tx	SW480 rerep	KB-3-1 tox	S2 tox
9	O=C(c1cnn2ccccc12)N1CCc2ccccc21	20%	-5%	73%[activator]	23	-6%	6%	0%	0%	i
10	O=C1NC(=O)C(c2ccccc2)(c2ccccc2)N1	-2%&22%	7%&-1%	6%&0%&1%	9&18	-3%	0%&3%	u	0%&0%	i
11	CCOC(=O)c1cc(-c2ccccc2)sc1NC(=O)C(C)(C)C	25%	24%	-2%	-16	-5%	25%	2%	33%	i
12	O=C(Cn1c(=O)cnc2ccccc21)NCC(=O)Nc1ccc(F)c(F)c1	4%	3%	-3%	13	-1%	-1%	-10%	-2%	i
13	COc1ccccc1NC(=O)CSc1nc(=O)n(CCN2CCOCC2)c2c1CCC2	0%	-5%	-2%	-15	2%	-6%	-7%	1%	i
14	Oc1ccc(C=Nc2cccc3ncccc23)c(O)c1	3%	15%	75%[activator]	11	11%	-13%	1%	6%	i
15	Cc1ccc(S(=O)(=O)N2CCC[C@H]2C(=O)NC2CCCCC2)cc1	-2%	-20%	-9%	10	11%	5%	0%	u	i
16	O=C(NCCCN1CCOCC1)C(=O)NCC1CCCO1 (centres undefined)	13%	u	8%	-5	1%	15%	0%	-1%	i
17	Cc1c(C(=O)NCC2COc3ccccc3O2)oc2ccc(S(=O)(=O)N3CC(C)CC(C)C3)cc12 (centres undefined)	0%	u	-3%	-15	24%	-1%	u	-3%	i
18	CNS(=O)(=O)c1cc(-c2nnc(Nc3ccc(CC(N)=O)cc3)c3ccccc23)ccc1C	5%	6%	-53%	0	15%	2%	-11%	-4%	u
19	Cc1ccc(S(=O)(=O)N2CCC(C(=O)OCC(=O)N(C)CC(=O)Nc3ccc(F)cc3)CC2)cc1C	-4%	24%	-6%	33	-11%	-7%	-426%[inhibitor]	2%	i
20	O=C(Nc1ccccc1N1CCCC1)c1ccc2ccccc2c1	0%	-4%	x	20	0%	-10%	1%	3%	i
21	COc1ccccc1CCC(=O)N(Cc1ccccc1)c1c(N)n(Cc2ccccc2)c(=O)[nH]c1=O	0%	-3%	-11%	-1	18%	0%	12%	0%	i
22	NC(=O)CC(NC(=O)c1ccc(Br)cc1)c1ccc(NCc2ccc(F)cc2)c([N+](=O)[O-])c1 (centres undefined)	-1%	0%	u	-13	u	-4%	u	13%	x
23	O=C(NNC(=O)C1CCCCC1)c1cnccn1	6%	u	-6%	9	-4%	-26%	-5%	1%	i
24	CCCc1cc(=O)oc2cc(C)c3c(C(C)(C)C)coc3c12	x	u	12%	x	x	x	x	11%	i
25	COP(=O)(/C=C/c1ccccc1)C(O)c1ccc(F)cc1 (centres undefined)	1%	1%	-12%	7	10%	8%	0%[9.22 µM]	6%	i
26	O=C(N/C(=C/c1cccc(Br)c1)C(=O)N1CCCCC1)c1ccco1	-4%	u	x	u	x	1%	x	6%	u
27	Cc1ccc(N2C(N)=C(C#N)C(c3cccnc3)C3=C2CCCC3=O)cc1 (centres undefined)	3%	2%	5%	28	17%	-1%	0%[9.22 µM]	u	i
28	Cc1ccccc1N(CC(=O)NCCSc1ccccn1)S(=O)(=O)c1ccccc1	-2%	-1%	-31%[11.3 µM]	-3	-7%	10%	-8%	-5%	i
29	CCCOc1ccc(/C(CC)=N/NC(=O)C2(C)CC2(Br)Br)cc1 (centres undefined)	1%	-20%	-5%	19	u	0%	12%	-17%	i
30	CCOCC(O)CNC(=O)c1ccc2nc(Cc3ccc(OC)c(OC)c3)oc2c1 (centres undefined)	0%	22%	6%	30	-9%	1%	-4%	0%	i
31	CC1CCC(NC(=O)Cn2c(=O)[nH]c3ccsc3c2=O)CC1 (centres undefined)	20%	u	65%[activator]	-11	8%	16%	-2%	7%	i
32	CC1(C)CC(=O)C2=C(C1)Nc1ccccc1N1C(=O)c3ccccc3C21 (centres undefined)	12%	-23%	0%	-4	-4%	29%	-6%	10%	i
33	COc1ccc(OCC(=O)Nc2ccccc2OC)cc1	-24%	17%	11%	5	25%	-2%	3%	-5%	i
34	Cc1cc(Br)cn2c(Cc3ccsc3)c(-c3ccccc3)nc12	-16%	0%	-8%	16	x	-15%	x	-7%	u
35	Cc1ccc(CCNC(=O)c2cn(C)c3ccc(S(=O)(=O)N(C)C4CCCCC4)cc3c2=O)cc1	x	3%	6%	x	x	x	x	0%	i
36	COc1cc(OC)cc(C(=O)Nc2ccc(-c3nc4cc(C(C)C)ccc4o3)cc2)c1	x	-14%	-18%	x	x	x	x	-11%	u
37	CCc1ccc(C(=O)NNc2cc(Cl)cc(Cl)c2)cc1	-28%	u	-17%	-30	26%	u	11%	-19%	i
38	CC1(C)CC(=O)CC(C)(C)N1OC(=O)c1ccncc1	13%	-9%	-5%	-10	-6%	12%	-6%	1%	i
39	Cc1nnc(Sc2cc(NCCO)c([N+](=O)[O-])c3nonc23)s1	u	u	-19%[11.3 µM]	2	u	u	18%	-5%	x
40	S=C(Nc1ccccc1)N1N=CCC1c1ccccc1 (centres undefined)	-22%	9%	39%[activator]	-11	10%	-4%	3%	-4%	i
41	O=[N+]([O-])c1ccc(N/N=C/C=C/c2ccco2)cc1	1%	2%	x	22	u	3%	u	4%	i
42	O=C(CCNC(=O)c1ccccc1)NCc1ccccc1F	-13%	8%	x	-8	24%	1%	-8%	-1%	i
43	CNC(=S)NNC(=O)c1cn(C)nc1C	-9%	14%	0%	-3	7%	-4%	13%	-2%	u
44	O=C(CSc1nnc(CN2CCCCC2)n1-c1ccccc1)c1ccc2c(c1)OCO2	-9%	u	-1%	-7	u	-1%	0%	7%	i
45	O=C(NCC1CCCCC1)c1cc(S(=O)(=O)N2CCCCC2)ccc1Cl	-6%[9.24 µM]	0%	-7%	23	u	-5%	2%	1%	i
46	CCn1nc(CC(=O)Nc2ccc(-n3cnnn3)c(OC)c2)c2ccccc2c1=O	-3%	5%	14%	6	5%	-4%	-3%	u	i
47	Cc1cccc(NC(=S)NCC(c2cccnc2)N2CCOCC2)c1 (centres undefined)	14%	-21%	0%	-2	1%	-1%	-1%	2%	i
48	Cc1ccc(-n2c(=O)c3c(cnn3C)n(CC(=O)Nc3cc(C)ccc3C)c2=O)cc1	x	2%	-2%	x	x	x	x	-3%	i
49	COC(=O)CCCC1=CC2=C(c3ccccc3)C(=O)C(C)(OC(=O)C3CCCC3)C(=O)C2=CN1C1CC1 (centres undefined)	-11%	-12%	-14%	-12	-1%	-1%	-5%	-19%	i
50	COc1cccc(C(=O)N(CN2CCCC2=O)c2cc(C)on2)c1	-2%	-19%	1%	0	-1%	-6%	-5%	3%	i
51	Cc1ccc(S(=O)(=O)Nc2ccccc2C(=O)Nc2sccc2C(=O)NN(C)C)cc1	5%	17%	31%[activator]	37	-2%	1%	0%	18%	i

Taken from above.
cpd 39 in KB-3-1 tox → -5%
cpd 22 in IL1B secr inh → -13
cpd 44 in SW480 rerep → 0%

From PubChem BioAssay
